Vif-A3F inh: qHTS for Inhibitors of Vif-A3F Interactions: qHTS; HeLa A3F-eYFP + Vif (tagged APOBEC3F with the HIV-1 protein that degrades it), YFP fluorescence increase; Potency, µM (titrated, usually from 46.1 µM), inactives show at the highest dose activity, negative = active; 0.2% of 390,000 active; AID 602313, 2012; note: potency is the fitted concentration of half-maximal effect; % of control where 0% means no effect; nearly all actives have a fitted effect of over 65% in size
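Fluorescence increase (Ex 488/Em 500-530) after overnight compound treatment at 37 deg C flags inhibition of Vif-driven A3F-eYFP loss in stable HeLa A3F-eYFP/Vif cells seeded overnight beforehand.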
D2 potentiator: HTS Assay for Positive Allosteric Modulators of the Human D2 Dopamine Receptor: Primary Screen for Potentiators; potentiation, % at 10 µM; AID 485347, 2010; D(2) dopamine receptor (Homo sapiens), P14416; 0.34% of 340,000 active; HEK293 T-REx D2, calcium flux, EC20 dopamine potentiation;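 active = potentiation over 3 SD above the plate norm, cut at about 30% in these data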; note: 0% is about no effect
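Primary screen. Calcium kinetics in induced HEK293 T-REx D2 cells: compound pre-addition 180 s, EC20 dopamine, 180 s more.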
D1 antag: Antagonist of Human D 1 Dopamine Receptor: qHTS. 3.2% of 360,000 active. HEK293 TREx D1 cells, calcium flux, dopamine EC80; stronger effect = lower value. activity change, negative = inhibition, % at 10 µM; in the data active = activity change below about -30%; note: % is set by controls: 0 for no effect and ±100 for the full control effect
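Calcium flux readout: force-coupled, inducible Hek293 Trex D1 line, cells induced overnight at 30 C with tetracycline, dye-loaded 30–90 min at RT. Antagonism scored against EC80 dopamine challenge given 180 s after compound.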
D1 PAM: Potentiators of Human D1 Dopamine Receptor: qHTS; D(1A) dopamine receptor (Homo sapiens), P21728; HEK293 TREx D1 cells, calcium flux, dopamine EC20 potentiation; potentiation, % at 10 µM; 0.036% of 360,000 active; AID 504651, 2011; in the data active = potentiation above about 30%; note: 0% is about no effect
Glioma ERSR ind: qHTS for Inducers of the Endoplasmic Reticulum Stress Response (ERSR) in Human Glioma: qHTS | U87-MG GRP78 promoter luciferase reporter, 16 h | Potency, µM, for the others: at the highest dose activation, actives largely listed as activators | 0.02% of 420,000 active | AID 602332, 2012; note: potency is the fitted concentration of half-maximal effect; series mostly up to about 76 µM; % of control where 0% means no effect; nearly all actives have a fitted effect of over 35% in size
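Stably transfected U87-MG human glioma cells carrying a GRP78-based luminescent sensor were seeded at 1000 cells/well, pin-dosed with compounds and incubated 16 h. Luciferase reagent was then added, and end-point luminescence was read after 10 min at room temperature.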
RXFP1 agonist: qHTS Assay for Agonists of the Relaxin Receptor RXFP1 | Relaxin receptor 1 (Homo sapiens), Q9HBX9 | HEK293T-RXFP1 cAMP TR-FRET, 30 min; response scale: percent of porcine relaxin response, buffer zero | Potency, µM (series often up to 57.5 µM), for inactives: at the highest dose activation, hits mostly activators | 0.3% of 370,000 active | AID 2676, 2010; note: potency is the fitted concentration of half-maximal effect; % is set by controls: 0 for no effect and ±100 for the full control effect; nearly all actives have a fitted effect of over 60% in size; many of its hits are not listed in these tables
Target sequence (Q9HBX9 whole entry, looked up): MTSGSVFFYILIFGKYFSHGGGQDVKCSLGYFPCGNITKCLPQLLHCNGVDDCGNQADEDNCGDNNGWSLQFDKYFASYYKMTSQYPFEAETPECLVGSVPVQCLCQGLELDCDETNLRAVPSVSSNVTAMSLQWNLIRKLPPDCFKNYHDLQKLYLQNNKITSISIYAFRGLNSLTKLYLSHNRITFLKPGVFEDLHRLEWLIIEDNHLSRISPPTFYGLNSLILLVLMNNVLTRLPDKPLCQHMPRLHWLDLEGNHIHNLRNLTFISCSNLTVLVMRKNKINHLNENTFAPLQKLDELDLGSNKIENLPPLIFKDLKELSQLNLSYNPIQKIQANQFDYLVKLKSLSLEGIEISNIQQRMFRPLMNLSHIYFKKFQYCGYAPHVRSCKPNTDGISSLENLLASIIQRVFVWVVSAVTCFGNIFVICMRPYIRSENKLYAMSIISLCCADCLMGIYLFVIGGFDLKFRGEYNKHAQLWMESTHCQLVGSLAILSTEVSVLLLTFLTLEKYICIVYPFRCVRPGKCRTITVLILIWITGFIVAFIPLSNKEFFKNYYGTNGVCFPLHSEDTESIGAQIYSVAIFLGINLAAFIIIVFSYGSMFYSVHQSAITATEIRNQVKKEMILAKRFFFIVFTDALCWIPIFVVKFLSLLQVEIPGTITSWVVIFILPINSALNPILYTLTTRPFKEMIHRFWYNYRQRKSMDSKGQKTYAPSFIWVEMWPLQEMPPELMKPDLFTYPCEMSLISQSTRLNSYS
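Agonist response is measured as cAMP accumulation in an RXFP1-transfected HEK293T line under PDE4 inhibition. Values are scaled between buffer-only and 29 nM porcine relaxin, and EC50s come from standard Hill equation fits.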
D1 ag: Allosteric Agonists of the Human D1 Dopamine Receptor: qHTS | activation, % at 2 µM | 1% of 360,000 active | HEK293 T-REx D1 cells, calcium flux, agonist mode | D(1A) dopamine receptor (Homo sapiens), P21728; in the data active = activation above about 30%; note: 0% is about no effect
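Tetracycline-induced HEK293 TREx D1 cells, force-coupled to calcium signalling, were dye-loaded with a no-wash calcium kit. Compound was pin-added after a 10 s baseline. Fluorescence was read kinetically at 1 cycle/s for 180 s, with calcium rises flagged as agonism.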
RXFP1 antag: qHTS Assay for Antagonists of the Relaxin Receptor RXFP1. HEK293-RXFP1, relaxin-stimulated cAMP HTRF, 30 min; stronger effect = lower value. 0.59% of 350,000 active. activity change, negative = inhibition, % at 57.5 µM. Relaxin receptor 1 (Homo sapiens), Q9HBX9;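 active = activity change of -60% or lower, but not beyond a set lower limit; inconclusive = change between -60% and -40%, or beyond the set limit; inactive = change above -40%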; note: % is set by controls: 0 for no effect and ±100 for the full control effect
Vif-APOBEC3G blk: qHTS for Inhibitors of Vif-A3G Interactions: qHTS | DNA dC->dU-editing enzyme APOBEC-3G (Homo sapiens), Q9HC16 | 0.076% of 410,000 active | HeLa A3G-eYFP + Vif (tagged APOBEC3G with the HIV-1 protein that degrades it), YFP fluorescence, overnight | Potency, µM (series often up to 46.1 µM), for the others: top-dose activity, negative = active, most hits filed as inhibitors;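 note: potency is the fitted concentration of half-maximal effect; % is set by controls: 0 for no effect and ±100 for the full control effect; nearly all actives have a fitted effect of over 60% in size; hits raise eYFP signal because A3G escapes Vif-driven loss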
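Read-out is eYFP fluorescence (Ex 488/Em 500-530) from Vif-expressing HeLa A3G-eYFP cells; more signal means A3G escaped Vif-mediated degradation. Cells plated overnight, compound pinned in, incubated overnight at 37 deg C.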
Starred values were filed as active, the others as inactive; u = inconclusive; x = not tested or not shown. Unless noted, calls come from the whole dose curve; as a rule, active = well fitted curve in the direction sought with a large enough effect; inconclusive = small, poorly fitted or top-dose-only effect, or another doubt; inactive = no such curve, though single readings can be large; an effect the other way counts as inactive or inconclusive.

SMILES | Vif-A3F inh | D2 potentiator | D1 antag | D1 PAM | Glioma ERSR ind | RXFP1 agonist | D1 ag | RXFP1 antag | Vif-APOBEC3G blk
O=C(Cn1c(=O)n(-c2ccc(F)cc2)c(=O)c2sc3ccccc3c21)N1CCCC1 | -4.4% | 1.0 | 4.7 | -0.6 | -2.4% | 5.1% | -0.7 | x | -2.8%
COc1ccc(CC(=O)Nc2c(C(=O)Nc3ccc(F)cc3)oc3ccccc23)cc1OC | -14.4% | 3.3 | 4.2 | 0.9 | -0.2% | u | 5.6 | x | -3.2%
Cc1sc2ncnc(OCC(=O)NC(C)C)c2c1C | 5.2% | -5.7 | -18.5 | 9.8 | -0.3% | -2.1% | 0.1 | -3.1 | -2.6%
Cc1ccc(NC(=O)Cn2c(=O)n(CCCCC(=O)NCc3ccccc3Cl)c(=O)c3ccccc32)cc1 | -0.2% | -11.0 | 3.6 | 0.5 | -1.2% | 5.5% | 0.4 | x | 3.5%
CCC(=O)Nc1nn(C)c2nc3c(C)cccc3cc12 | -5.4% | 2.0 | -4.7 | -3.0 | -2.5% | 0.0% | -0.7 | -6.6 | -10.8%
COc1cc2nc(SCc3ccc(C(F)(F)F)cc3)n(Cc3cccs3)c(=N)c2cc1OC | -1.7% | 13.3 | 14.5 | 2.5 | -2.9% | 0.1% | 1.2 | 5.5 | 1.0%
O=C1CSC2(C(=O)N(Cc3cccc(F)c3)c3ccccc32)N1c1cccc(C(F)(F)F)c1 (stereo not given) | -2.0% | -2.1 | -3.6 | -1.6 | -2.5% | -1.7% | 4.3 | x | 1.2%
COc1ccc(S(=O)(=O)N2CCCCCC2)cc1C(=O)N1CCN(C(C)=O)CC1 | -0.1% | x | x | x | -2.1% | x | x | -1.8 | -0.9%
OCc1ccccc1OCCCN1CCC(Cc2ccccc2)CC1 | 8.6% | -22.4 | -39.2* | -5.5 | 1.4% | 1.1% | 4.8 | 6.7 | 0.6%
Nc1nc2c3ccccc3nc(C3CC3)n2n1 | -7.9% | 3.7 | 1.3 | -3.0 | -0.4% | 4.4% | 1.4 | -3.7 | -11.6%
COC(=O)CSc1nnc([C@H](CC(C)C)NC(=O)OC(C)(C)C)o1 | -0.1% | 12.4 | 6.1 | -6.7 | -4.0% | 3.0% | 0.0 | -20.0 | 1.7%
Cc1cc(C(=O)C(=O)NC(C)C)c(C)n1-c1ccc([N+](=O)[O-])cc1 | -1.0% | x | x | x | 2.5% | 0.4% | x | -20.7 | -0.2%
O=C(COC(=O)COc1ccccc1Cc1ccccc1)Nc1cccnc1Cl | -14.2% | 16.9 | -0.9 | 0.1 | 1.4% | 1.9% | 14.1 | 8.7 | 0.8%
COCCN(C(=O)c1ccccc1F)c1nc(-c2ccc(OC)cc2)cs1 | 3.0% | 11.8 | -0.4 | -10.4 | 4.5% | 1.4% | 13.3 | -11.4 | 0.0%
CCc1nc2ccccc2n2c(-c3ccc(C)cc3)c3c(=O)n(C)c(=O)n(C)c3c12 | 1.9% | -10.4 | -16.6 | -0.6 | 0.3% | 3.9% | 2.0 | -13.4 | 2.5%
Fc1ccccc1NC(=S)NC1CCCC1 | 5.6% | x | -1.9 | 1.1 | 0.5% | 0.0% | 2.4 | 14.9 | 3.0%
CCCc1c(C(=O)NNc2cc(C(F)(F)F)ccc2Cl)cnn1-c1ccccc1 | -29.3% | -3.7 | 16.6 | -0.7 | -2.2% | -1.5% | 8.9 | -14.3 | 1.2%
CCN1CCc2c(sc(NC(=S)NC(=O)c3ccco3)c2C(N)=O)C1 | u | -5.0 | 1.1 | 0.5 | 0.7% | -4.7% | 4.2 | -12.3 | -1.7%
CNc1nnc(SCC(=O)c2cc(C)n(C3CC3)c2C)s1 | 2.3% | 9.3 | 3.8 | -17.1 | -0.5% | -1.3% | 1.9 | -9.2 | 0.0%
O=C(Nc1ccc(-c2nc3ccccc3o2)cc1)c1ccc(N2C(=O)C3C4C=CC(C4)C3C2=O)cc1 (stereo not given) | -3.0% | 5.8 | 0.4 | -2.5 | -1.8% | -0.7% | 6.2 | -7.8 | -15.1%
CC1=CC(C)(C)N(C(=O)CSc2ncn[nH]2)c2ccccc21 | 2.6% | 5.1 | 7.8 | -5.5 | -3.3% | 2.7% | 2.0 | 22.6 | 2.0%
COCCN(C(=O)COC(=O)Cc1c[nH]c2ccccc12)c1c(N)n(Cc2ccccc2)c(=O)[nH]c1=O | 3.0% | x | 1.2 | -10.8 | -3.5% | -0.3% | 0.5 | 3.2 | 0.3%
CCOC(=O)c1ccc(N2C(=O)CC(N3CCC(O)(c4ccc(Br)cc4)CC3)C2=O)cc1 (stereo not given) | -0.8% | -1.4 | -11.5 | 0.2 | -4.1% | 1.3% | 15.5 | -7.5 | 3.6%
COc1ccc(C(=O)Oc2cc(C(=S)N3CCOCC3)ccc2OC)cc1 | -20.6% | 4.5 | -1.9 | x | -1.1% | -1.5% | 3.2 | -1.7 | 0.8%
CCC1CCCCN1CCCNC(=O)C1CCC(Cn2c(=O)[nH]c3ccccc3c2=O)CC1 (stereo not given) | -6.7% | -14.5 | 7.3 | -0.1 | -0.7% | 0.1% | 0.4 | -15.0 | -2.9%

Other records
SMILES | Vif-A3F inh | D2 potentiator | D1 antag | D1 PAM | Glioma ERSR ind | RXFP1 agonist | D1 ag | RXFP1 antag | Vif-APOBEC3G blk
O=C(COC(=O)c1ccc(O)cc1)c1ccc(S(=O)(=O)N2CCCCC2)cc1 | -3.1% | -13.2 | -31.1* | -9.2 | -1.2% | 0.6% | 9.5 | -8.7 | -2.1%
COC(=O)c1ccc(/C=C/C(=O)c2ccc(OC)cc2)cc1 | -0.3% | -0.1 | -37.8* | 5.0 | 2.5% | 0.1% | 6.3 | 9.6 | -7.9%
Cc1ccc(S(=O)(=O)N2CCC(C(=O)OCC(=O)N3CCCC(C)C3)CC2)cc1C (stereo not given) | -25.7% | -7.6 | -24.7 | 2.8 | -1.4% | 0.5% | 0.5 | 0.0 | -3.2%
CC(NC(=O)COC(=O)COc1cccc2c1OC(C)(C)C2)c1ccccc1 (stereo not given) | -16.4% | -6.6 | -2.0 | -3.2 | -4.4% | -0.9% | 2.1 | -5.5 | -2.8%
CCCN1CCN(C(=O)C2CCN(S(=O)(=O)c3ccc4c(c3)NC(=O)C(C)S4)CC2)CC1 (stereo not given) | 0.1% | 5.2 | -5.3 | 7.6 | -3.8% | 0.4% | 0.1 | 0.5 | 1.5%
COc1ccc(OC)c(N(CC(=O)Nc2ccc(NC(C)=O)cc2)S(C)(=O)=O)c1 | -3.8% | -5.0 | 1.6 | -11.0 | -0.6% | 1.0% | 5.5 | 1.6 | 3.7%
COc1ccc(Cn2ccnc2SCC(=O)Nc2ccc(F)cc2F)cc1 | -1.2% | x | x | x | -3.4% | x | x | 3.8 | 4.5%
CCOc1ccc(CN(C)C(=O)CNC(=O)C2CCCCC2)cc1 | -4.6% | -0.5 | -4.7 | -2.5 | -0.5% | -1.7% | 2.1 | 1.7 | 0.0%
CCC1CCCCN1C(=O)CNCC1CCCO1 (stereo not given) | -9.4% | 1.8 | 0.6 | -3.4 | -7.9% | -0.6% | 2.9 | 14.1 | 1.4%
Cc1cccc(N2CCN(c3nnc(C(F)(F)F)s3)CC2)c1 | -6.4% | -1.4 | -17.3 | 3.6 | -3.5% | 0.0% | 1.3 | -1.2 | -0.3%
O=C(COc1ccc(S(=O)(=O)N2CCCCC2)cc1)NCc1ccncc1 | -9.4% | 4.7 | -6.0 | -1.3 | 7.7% | 1.5% | 2.0 | -2.1 | 1.5%
COc1cccc(CNC(=O)C2CCCN(S(=O)(=O)c3ccc4c(c3)C(C)(C)C(=O)N4C)C2)c1 (stereo not given) | 1.4% | 5.8 | -12.3 | -4.9 | -1.4% | -2.6% | -0.2 | x | -4.9%
COc1ccc(CCNCc2ccc(OCc3ccc(Cl)nc3)c(OC)c2)cc1OC | 0.1% | -13.5 | -8.2 | -6.5 | -2.3% | 1.9% | 59.3* | -4.7 | 3.6%
Cc1ccn2c(=O)nc(SCC(=O)c3ccccc3)nc2c1 | -13.3% | -9.1 | -4.1 | 0.6 | 3.4% | 3.7% | -0.2 | -11.8 | 1.8%
O=C(C(Cl)Cl)N1c2ccccc2OCC1c1ccccc1 (stereo not given) | -6.2% | -1.9 | -16.7 | -0.5 | -6.1% | 0.9% | 3.0 | 1.3 | u
O=[N+]([O-])c1ccccc1/C=C/C=N/n1c(-c2ccccc2F)n[nH]c1=S | -15.3% | -0.1 | 0.5 | -0.7 | -0.6% | 1.1% | 2.7 | -28.2 | -6.5%
Cc1ccc(N(CN2CCCC2=O)C(=O)c2ccccc2)cc1 | 0.3% | -2.6 | 0.2 | 2.9 | -1.9% | 1.7% | -0.4 | -13.2 | -0.6%
COCCOCC(O)CN1CCN(c2ccccc2)CC1 (stereo not given) | x | -30.0 | -11.4 | -2.6 | -1.7% | 0.3% | 0.9 | -11.5 | -0.4%
CC(C)(C)c1ccc(OCc2nnc(-c3ccccc3)o2)cc1 | 0.1% | -4.4 | -24.0 | -2.2 | 2.9% | -0.1% | 9.5 | -30.6 | -5.0%

Not all compounds are listed (hit frequency here may not be typical).
